GSTO1 inh – GSTO1 inhibition, counter-screen for RBBP9 inhibitors; P78417; 300,000 compounds, 1.1% hits; recombinant GSTO1, activity-based probe fluorescence polarization; inhibition, % at 5.96 µM; AID 1974;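 active = inhibition above the campaign mean inhibition plus 3 SD, cut at about 35% in these data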;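 also: 0% = GSTO1-1 with DMSO and 100% = wells lacking GSTO1-1 enzyme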
Target sequence (P78417 whole entry, looked up): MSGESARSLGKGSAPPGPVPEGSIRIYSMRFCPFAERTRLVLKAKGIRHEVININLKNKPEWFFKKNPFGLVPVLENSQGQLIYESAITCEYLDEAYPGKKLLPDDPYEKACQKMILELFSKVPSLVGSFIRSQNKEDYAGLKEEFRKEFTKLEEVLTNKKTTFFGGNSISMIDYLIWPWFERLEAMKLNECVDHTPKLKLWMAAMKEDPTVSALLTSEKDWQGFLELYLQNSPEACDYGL
PAD4 inh – PAD4 (human) enzyme inhibition. Q9UM07. recombinant PAD4, RCA probe fluorescence polarization. inhibition, % at 6.36 µM. 330,000 compounds, 0.41% hits;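 active = percent inhibition above a cutoff equal to the mean of all tested compounds plus 3 SD, cut at about 15% in these data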;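 also: 0% = PAD4 with RCA probe and DMSO and 100% = probe without PAD4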
LYPLA2 counter – LYPLA2 (human) inhibition in PME1 counter-screen | O95372 | inhibition, % at 5.9 µM | recombinant LYPLA2, FP-Rh probe fluorescence polarization | 320,000 compounds, 0.38% hits;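 active = inhibition above the screen-wide mean plus 3 SD, limit set per campaign, cut at about 26% in these data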;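 also: 0% = LYPLA2 with DMSO and 100% = wells lacking LYPLA2 enzyme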
Target sequence (O95372 whole entry, looked up): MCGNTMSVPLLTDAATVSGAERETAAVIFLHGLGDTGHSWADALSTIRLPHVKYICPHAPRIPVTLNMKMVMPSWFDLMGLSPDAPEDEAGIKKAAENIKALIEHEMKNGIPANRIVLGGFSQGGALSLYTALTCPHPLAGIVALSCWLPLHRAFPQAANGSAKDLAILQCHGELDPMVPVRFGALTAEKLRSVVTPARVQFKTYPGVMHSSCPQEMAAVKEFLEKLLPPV
LYPLA1 inh – blocks human lysophospholipase 1, a PME1 counter-screen | O75608 | recombinant LYPLA1, FP-Rh probe fluorescence polarization | inhibition, % at 5.9 µM | 320,000 compounds, 0.16% hits;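 active = inhibition above the mean of all tested compounds plus 3 SD, set per campaign, cut at about 14% in these data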;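 also: inhibitors block serine hydrolase probe labeling of LYPLA1 so polarization falls; 0% = enzyme with DMSO and 100% = wells lacking LYPLA1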
PAFAH1B3 inh – PAFAH1B3 (human) inhibition. Q15102. recombinant PAFAH1B3, FP-rhodamine probe, fluorescence polarization. inhibition, % at 3.39 µM. 340,000 compounds, 0.28% hits. AID 492972;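 active = inhibition above the screen-wide average of all tested compounds plus 3 SD, cut at about 25% in these data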;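 also: 0% = enzyme with DMSO only and 100% = wells lacking PAFAH1B3 protein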
Target sequence (Q15102 whole entry, looked up): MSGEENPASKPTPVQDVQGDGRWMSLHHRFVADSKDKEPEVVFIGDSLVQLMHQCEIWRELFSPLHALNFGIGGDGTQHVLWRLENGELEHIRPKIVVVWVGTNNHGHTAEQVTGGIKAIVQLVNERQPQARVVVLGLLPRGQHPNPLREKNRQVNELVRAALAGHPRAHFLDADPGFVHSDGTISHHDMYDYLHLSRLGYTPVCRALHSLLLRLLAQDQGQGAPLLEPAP
PME-1 primary – blocks human protein phosphatase methylesterase 1; Q9Y570; AID 2130; inhibition, % at 5.9 µM; 320,000 compounds, 0.53% hits; recombinant PME-1, FP-Rh probe fluorescence polarization;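 active = inhibition above the campaign mean of all compounds plus 3 SD, cut at about 26% in these data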;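 also: competitive labeling of PME-1 active site by serine hydrolase directed probe; 0% = PME-1 with DMSO and 100% = wells lacking PME-1 enzyme; inhibitors block probe labeling so polarization falls and inhibition rises; many of its hits are not listed in these tables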
PAFAH2 inh – PAFAH2 (human) inhibition; recombinant PAFAH2, FP-rhodamine activity probe, fluorescence polarization; inhibition, % at 3.39 µM; 340,000 compounds, 0.99% hits; Q99487;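 active = inhibition above the mean over all tested compounds plus 3 SD, cut at about 30% in these data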;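 also: inhibitors block probe labeling of enzyme so polarization drops; 0% = enzyme with DMSO and 100% = wells lacking PAFAH2 protein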
pPAFAH inh – pPAFAH (human) enzyme inhibition. inhibition, % at 3.39 µM. Q13093. 330,000 compounds, 1.5% hits. recombinant pPAFAH, FP-rhodamine probe fluorescence polarization;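 active = inhibition above the mean inhibition across the screen plus 3 SD, cut at about 25% in these data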;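 also: inhibitors block binding of the rhodamine activity-based probe so polarization drops; 0% = enzyme with DMSO and 100% = wells lacking pPAFAH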
PAFAH1B2 inh – blocks human PAF acetylhydrolase 1b catalytic subunit 2. recombinant PAFAH1B2, FP-rhodamine activity probe, fluorescence polarization. 340,000 compounds, 1.2% hits. inhibition, % at 3.39 µM. P68402;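 active = inhibition above the mean of all tested compounds plus 3 SD, cut at about 24% in these data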;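 also: 0% = enzyme with DMSO and 100% = wells lacking PAFAH1B2; many of its hits are not listed in these tables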
Target sequence (P68402 whole entry, looked up): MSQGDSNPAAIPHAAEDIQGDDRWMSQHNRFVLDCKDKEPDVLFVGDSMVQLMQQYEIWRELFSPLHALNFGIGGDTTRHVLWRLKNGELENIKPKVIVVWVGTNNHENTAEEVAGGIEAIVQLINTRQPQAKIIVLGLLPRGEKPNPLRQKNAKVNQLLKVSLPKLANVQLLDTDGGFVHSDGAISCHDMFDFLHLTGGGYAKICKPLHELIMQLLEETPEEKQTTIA
The depositor's hits bear a star; . = not tested or not shown. An excerpt, so the mix of outcomes need not match the whole.

SMILES	GSTO1 inh	PAD4 inh	LYPLA2 counter	LYPLA1 inh	PAFAH1B3 inh	PME-1 primary	PAFAH2 inh	pPAFAH inh	PAFAH1B2 inh
CC1(C)C(C=C(Cl)Cl)C1C(=O)N(Cc1cccc(Cl)c1)C1CCS(=O)(=O)C1 (stereo not given)	3	-11	-3	0	1	10	1	6	8
c1ccc(-c2cn(C[C@H]3CC[C@@H]([C@@H]4CC[C@H](Cn5cc(-c6ccccc6)nn5)O4)O3)nn2)cc1	8	1	3	-4	11	2	-21	12	3
NS(=O)(=O)c1ccc(CCNC(=O)c2ccc(C#CC3(O)CCCCC3)cc2)cc1	-5	-3	4	1	3	-5	-1	4	0
CN(C)c1ccc(/C=C/c2ccc3ccccc3n2)cc1	-6	-24	2	0	6	5	5	12	2
Cc1ccc(NC(=O)CN2CCN(Cc3ccccc3)CC2)cc1	8	-2	-1	1	5	-3	8	1	2
O=C(Nc1ccccc1N1CCCC1)C1CCN(S(=O)(=O)c2ccc(F)cc2)CC1	1	-3	-9	-4	3	20	4	3	8
COc1ccc(C(=O)/C=C(/C)N(C)C)cc1	6	-2	7	3	4	3	-8	1	-2
CC(C)c1ccc(NC2CCCN(C(=O)CC3CCCC3)C2)cc1 (stereo not given)	-1	-2	5	-1	3	-4	6	2	19
CN1CCN(c2ccc(Nc3ccnc4cc(Cl)ccc34)cc2)CC1	-1	5	-8	-1	-1	-2	-1	5	0
Cc1cc(C)c2c(c1)SC1=NC(c3ccccc3)(C(F)(F)F)NC(=O)N12 (stereo not given)	6	3	-1	-4	10	-2	15	-3	7
O=C(c1ccc(COc2ccc(Br)cc2)o1)N1N=C(C(F)F)CC1(O)C(F)F (stereo not given)	3	0	-5	0	-2	-4	-2	10	29*
COC(=O)c1c(C)[nH]c(C(=O)CSc2ncnc3sc(-c4ccccc4)cc23)c1C	0	-5	5	0	0	-4	2	-2	4
Cc1ccccc1-c1nnc(SCC(=O)Nc2ccc(Cl)cc2)n1N	-2	-2	9	4	-1	-4	8	-4	12
NC(=O)COC(=O)CC12CC3CC(CC(Br)(C3)C1)C2	-1	-5	-1	1	9	4	2	6	27*
O=C(CN1C(=O)c2ccccc2S1(=O)=O)N1CCN(c2ccc(F)cc2)CC1	1	0	-3	2	-1	1	-4	2	7
COc1ccccc1OCCN1C(=O)S/C(=C\c2ccco2)C1=O	3	-1	6	0	6	-2	6	15	1
COCCNc1c2c(nc3c(-c4ccccc4)c(C)nn13)CCCC2	9	0	-3	0	0	3	7	6	-2
CC1CC(C)CN(C(=S)Nc2ccc(OC(F)F)cc2)C1 (stereo not given)	-4	-4	5	-2	-2	-3	0	0	9
CN(C)CCNc1ncnc2ccccc12	0	1	1	3	-2	-4	0	-2	5
O=C(O)C1CC=CCC1C(=O)Nc1ccc2c(c1)CCC2 (stereo not given)	1	-3	1	-5	11	-1	0	-3	5
CCN(CC)C(=O)CSc1nnc(-c2cccc(OC)c2)o1	-1	-3	0	-1	8	3	-7	0	5
Cc1ccc(-n2nc3c(n2)/C(=N/O)CC/C3=N\O)cc1	8	-3	5	1	5	-6	0	3	7
CC(C)[C@H](NC(=O)N1CCn2c1nc1ccccc12)C(=O)NCc1ccc(F)cc1	-10	-5	-5	-3	5	-10	-8	0	-8
O=C(CN(Cc1ccc(F)cc1)C(=O)CNS(=O)(=O)c1ccc(F)cc1)NCc1ccco1	4	0	0	-2	-5	2	6	9	4
O=C(C(Cc1ccccc1)N1C(=O)C2C3C=CC(C3)C2C1=O)N1CCCCCC1 (stereo not given)	-1	5	8	1	5	-5	2	-3	7
CC(=O)c1ccccn1	-1	-4	2	1	8	-5	5	-4	2
COCCN=C1Sc2nc3cc(C)c(C)cc3cc2CN1Cc1cccs1	3	6	-2	-4	-7	7	-3	2	-1
CCOc1ccc(NC(=S)N(CCCN2CCCC2)Cc2cccn2Cc2ccc(Cl)cc2)cc1	4	0	5	-1	-3	10	-1	-5	4
Cc1cc(NCCC(C)C)n2nc(C)c(-c3ccccc3)c2n1	0	1	5	2	12	0	0	7	-4
O=[N+]([O-])c1ccc(Cl)cc1Sc1cccc2cccnc12	4	-6	-5	1	2	-7	9	5	1
COc1ccc(CCC(C)N2CCc3ccccc3C2)cc1 (stereo not given)	-4	-2	3	-3	5	-1	1	-6	5
COc1ccc(-c2cc(C(=O)Nc3cccc(Cl)c3)no2)cc1	2	2	0	-3	4	-5	-3	1	3
CN(CC(O)Cn1c2ccccc2c2ccccc21)S(C)(=O)=O (stereo not given)	-14	-2	-3	-2	2	-9	-2	-8	-5
O=C(/C(C=Nc1ccc(Br)cc1)=C(/O)c1ccco1)C(F)(F)F	9	0	2	3	11	1	-5	5	14
CCOc1ccccc1Nc1nnc(SCC(=O)Nc2cccc(S(=O)(=O)NC3=NCCCCC3)c2)s1	-7	4	5	-5	-1	3	-7	8	2
CCOc1ccc(C2/C(=C(\O)c3cccc(OC)c3)C(=O)C(=O)N2c2ccccn2)cc1OC (stereo not given)	3	-1	5	1	13	6	4	4	8
CCOc1ccc(C(=O)NC2CCN(C(=O)Nc3ccc(F)cc3)CC2)cc1	-11	-2	2	5	2	-3	-8	7	6
O=C(CNC(=O)c1ccc(Cl)cc1Cl)NCc1ccccn1	.	1	1	-2	1	-2	-4	1	6
Cc1cccc(NC(=O)c2ccc3c(Cl)c4c(nc3c2)CCCC4)n1	-8	-8	-6	0	3	-14	8	-3	1
O=C(O)C1CC=C(Cl)CC1C(=O)NC1CCCCC1 (stereo not given)	-5	-1	2	-4	8	-4	-1	1	0
CC1(C)C2CCC1(C(=O)O)c1nc3ccccc3nc12 (stereo not given)	-14	-6	-4	0	-5	-3	-4	3	4
Cn1nc(C(C)(C)C)cc1C(=O)NNC(=O)c1ccccc1Cl	-1	3	-2	2	18	-9	-15	-2	5
COc1ccc(-c2cc(C(=O)N3CCN(Cc4ccccc4)CC3)no2)cc1OC	-10	3	9	1	13	-1	6	9	2
CC1COC(=O)C(NNc2ccc(Cl)c(Cl)c2)=N1 (stereo not given)	0	0	0	2	-1	-2	7	4	3
COc1ccc(OC)c(N(C(=O)c2ccco2)C(C(=O)NC2CCCC2)c2ccc(N3CCOCC3)cc2)c1 (stereo not given)	-8	-1	6	2	2	1	-15	6	6
COc1ccc(OC)c(-n2nnnc2SCC(=O)Nc2ccccc2OC)c1	9	6	6	1	13	-2	4	-5	-3
O=C(NC1CCCC1)c1cccc2c1C(=O)c1ccc(Cl)cc1S2(=O)=O	.	0	0	0	7	1	4	2	4
O=C(Nc1ccc(Cl)cc1)C1CC(=O)n2c(nc3ccccc32)N1 (stereo not given)	-6	-3	2	0	2	-4	-2	3	1
c1ccc(Cn2nnnc2C(c2cccs2)N2CCOCC2)cc1 (stereo not given)	1	1	1	3	14	-2	-6	1	9
CCCCN(C(=S)SC)C1CCS(=O)(=O)C1 (stereo not given)	7	-2	3	0	.	-4	.	-2	.
(list continues)
SMILES	GSTO1 inh	PAD4 inh	LYPLA2 counter	LYPLA1 inh	PAFAH1B3 inh	PME-1 primary	PAFAH2 inh	pPAFAH inh	PAFAH1B2 inh
CN(C)c1ccc(S(=O)(=O)N2CCC(Cc3ccccc3)CC2)cn1	.	0	.	.	9	.	4	9	6
Nc1nonc1C(=O)NCCNS(=O)(=O)c1ccc(Br)cc1	12	-4	-1	-1	9	-1	0	4	8
CCOC(=O)C1(C)/C(=N/Nc2ccccc2Cl)C(=O)C(=O)N1c1ccccc1 (stereo not given)	3	-4	2	0	11	-4	-7	15	6
CC(NC(=O)C1CCC(CNc2c(N3CCOCC3)c(=O)c2=O)CC1)c1ccccc1 (stereo not given)	5	0	6	2	10	4	9	6	-1
Cn1c(=O)c2c(nc(NCC3CCCO3)n2C)n(C)c1=O (stereo not given)	-7	1	-3	0	7	-9	-5	5	-2
CC(=O)Nc1ccc(S(=O)(=O)N(Cc2ccco2)Cc2cc3ccccc3[nH]c2=O)cc1	-8	-6	2	5	11	-3	0	2	6
Cc1cccc(-n2c(C)cc(/C=N/O)c2C)c1	5	2	16	-1	1	-2	3	3	-3
CN1CCN(S(=O)(=O)c2ccc(NC(=O)c3cccs3)cc2)CC1	5	1	8	0	8	1	6	3	9
c1cc(-c2cccs2)nc(-c2cccs2)c1	3	0	2	-3	-1	0	0	0	-6
Cc1ccc(C(=O)c2ccccc2C(=O)Nc2ccccc2)cc1	-1	-9	1	0	4	1	2	1	7
C/C(=N\NS(=O)(=O)c1ccc(C)cc1)c1ccc(C)o1	2	0	3	1	12	-7	-1	4	4
COc1ccc(/C=C2\CCc3c2nc2ccccc2c3C(=O)O)cc1OC	3	-9	6	4	4	7	1	11	3

Compounds above that contain fluorine (9):
SMILES	GSTO1 inh	PAD4 inh	LYPLA2 counter	LYPLA1 inh	PAFAH1B3 inh	PME-1 primary	PAFAH2 inh	pPAFAH inh	PAFAH1B2 inh
O=C(Nc1ccccc1N1CCCC1)C1CCN(S(=O)(=O)c2ccc(F)cc2)CC1	1	-3	-9	-4	3	20	4	3	8
Cc1cc(C)c2c(c1)SC1=NC(c3ccccc3)(C(F)(F)F)NC(=O)N12 (stereo not given)	6	3	-1	-4	10	-2	15	-3	7
O=C(c1ccc(COc2ccc(Br)cc2)o1)N1N=C(C(F)F)CC1(O)C(F)F (stereo not given)	3	0	-5	0	-2	-4	-2	10	29*
O=C(CN1C(=O)c2ccccc2S1(=O)=O)N1CCN(c2ccc(F)cc2)CC1	1	0	-3	2	-1	1	-4	2	7
CC1CC(C)CN(C(=S)Nc2ccc(OC(F)F)cc2)C1 (stereo not given)	-4	-4	5	-2	-2	-3	0	0	9
CC(C)[C@H](NC(=O)N1CCn2c1nc1ccccc12)C(=O)NCc1ccc(F)cc1	-10	-5	-5	-3	5	-10	-8	0	-8
O=C(CN(Cc1ccc(F)cc1)C(=O)CNS(=O)(=O)c1ccc(F)cc1)NCc1ccco1	4	0	0	-2	-5	2	6	9	4
O=C(/C(C=Nc1ccc(Br)cc1)=C(/O)c1ccco1)C(F)(F)F	9	0	2	3	11	1	-5	5	14
CCOc1ccc(C(=O)NC2CCN(C(=O)Nc3ccc(F)cc3)CC2)cc1	-11	-2	2	5	2	-3	-8	7	6

Screens from PubChem.
